Compound activity as filed in PubChem BioAssay.
uPA generation: cell surface uPA generation inhibition; 330,000 compounds, 0.31% hits; Potency, µM (doses to about 38.3 µM), for the others: at the top dose activity change, negative = inhibition, most hits filed as inhibitors; cell surface uPA generation assay, qHTS; AID 540303; active means well fitted inhibition curve with a large enough effect; inconclusive means small, poorly fitted or top-dose-only effect; inactive means no such curve, though single readings can be large or run the other way; tested in mouse RAW 264.7 cells; further: on the % scale 0 is the no-effect control and ±100 the full control effect; nearly all actives have a fitted effect of over 55% in size
BRCA1 expr up: increases BRCA1 expression; 380,000 compounds, 1.1% hits; MCF7-BRCA1-FFLuc reporter, luminescence, 48 h; response scale: scaled: vehicle 0%, 10 µM genistein 100%; AID 624202; Potency, µM (doses to about 46.1 µM), without a hit: at the highest dose activation, actives largely listed as activators; further: nearly all actives have a fitted effect of over 80% in size; some results filed as inactive show a strong effect at the top dose
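MCF7-BRCA1-FFLuc, 2000 cells/well; 2 h attach, 37 °C/5% CO2; compound 48 h; luciferase substrate 15 min; luminescence end-point. Norm. to genistein 10 microM max activation and DMSO; concentration-response curves fitted.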
Gal4-VP16 FLuc: counter-screen for ROR gamma inhibitors: Gal4-VP16 reporter. Potency, µM (doses to about 53.6 µM), for the others: at the highest dose activity, negative = inhibition, actives largely listed as inhibitors. Drosophila S2 Gal4-VP16 UAS-luciferase, luminescence, 20 h. 310,000 compounds, 3.5% hits;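 further: Gal4-VP16 expression switched on by copper sulfate through the metallothionein promoter; on the % scale 0 is the no-effect control and ±100 the full control effect; nearly all actives have a fitted effect of over 50% in size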
Rab9 promoter act: activates the Rab9 promoter; Huh7 Rab9 promoter-luciferase reporter, luminescence, 24 h; Potency, µM (highest dose often 9.22 µM), inactives show top-dose activation, negative = inhibition, most hits filed as activators; 320,000 compounds, 2.8% hits; AID 485297; further: % of control where 0% means no effect; nearly all actives have a fitted effect of over 60% in size
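Quantitative HTS format; Huh7 Rab9-luciferase reporter cells (1500/well) receive compound 2 h post-plating, incubate 24 h at 37 °C, then get luciferase reagent for 10 min before luminescence reading.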
MBNL1 CUG block: MBNL1-poly(CUG) RNA binding inhibition | Q9NR56 | Potency, µM (doses to about 57.5 µM), without a hit: at the highest dose activity change, negative = inhibition, most hits filed as inhibitors | TR-FRET MBNL1-His/biotin-(CUG)12 binding, 665/545 ratio | 280,000 compounds, 0.036% hits; active means well fitted inhibition curve with a large enough effect in the signal ratio, with a control signal flat, not every such curve was filed as active; inconclusive means small, poorly fitted or top-dose-only effect, or effect the other way, or a change in a side signal; inactive means no such curve, though single readings can be large or run the other way; the % refers to the signal ratio; further: on the % scale 0 is the no-effect control and ±100 the full control effect
Target sequence (Q9NR56 whole entry, looked up): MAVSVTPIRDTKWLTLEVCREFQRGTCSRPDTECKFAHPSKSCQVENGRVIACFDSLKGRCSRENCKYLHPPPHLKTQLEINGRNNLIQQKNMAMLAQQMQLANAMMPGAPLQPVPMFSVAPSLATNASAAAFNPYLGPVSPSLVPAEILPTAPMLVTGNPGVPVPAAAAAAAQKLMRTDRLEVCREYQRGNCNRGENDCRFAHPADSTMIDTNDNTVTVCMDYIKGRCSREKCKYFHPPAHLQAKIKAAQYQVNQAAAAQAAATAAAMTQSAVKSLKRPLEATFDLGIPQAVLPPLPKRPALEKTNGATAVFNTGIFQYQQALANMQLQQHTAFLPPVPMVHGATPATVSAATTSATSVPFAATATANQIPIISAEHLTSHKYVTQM
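His-tagged MBNL1 binding to biotinylated (CUG)12 RNA was measured by TR-FRET using terbium anti-His antibody (0.055 ng/ul final) and streptavidin-XL665 (5 nM final). Compounds were titrated 92 nM to 58 uM; 60 min at room temperature.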
MLL CXXC-DNA inh: inhibitors of human MLL CXXC domain-DNA interaction; Potency, µM (highest dose often 115 µM), inactives show at the top dose activity change, negative = inhibition, usual class: inhibitors; MLL-CXXC / FITC-HOXA9 DNA fluorescence polarization; Q03164; 290,000 compounds, 0.037% hits; active means well fitted inhibition curve with a large enough effect in the polarisation, with a control signal flat, not every such curve was filed as active; inconclusive means small, poorly fitted or top-dose-only effect, or effect the other way, or a change in a side signal; inactive means no such curve, though single readings can be large or run the other way; the % refers to the polarisation
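Steps: dispense CXXC domain solution (7 uM) → pin compounds or unlabeled HOX-A9 DNA control → 5 min ambient → add FLSN-HOX-A9 solution (50 nM) → spin → 30 min ambient → fluorescence polarization. Tris pH 7.5/NaCl/DTT/BSA buffer.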
FLuc counter: inhibits or activates purified firefly luciferase, miR-21 counter-screen; P08659; purified FLuc, Km substrates, luminescence inhibition; Potency, µM (highest dose often 57.5 µM), for the others: at the highest dose activity change, negative = inhibition, actives largely listed as inhibitors; 360,000 compounds, 6.9% hits;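 further: plate controls were vehicle for no effect and reference inhibitor for full effect; nearly all actives have a fitted effect of over 55% in size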
Target sequence (P08659 whole entry, looked up): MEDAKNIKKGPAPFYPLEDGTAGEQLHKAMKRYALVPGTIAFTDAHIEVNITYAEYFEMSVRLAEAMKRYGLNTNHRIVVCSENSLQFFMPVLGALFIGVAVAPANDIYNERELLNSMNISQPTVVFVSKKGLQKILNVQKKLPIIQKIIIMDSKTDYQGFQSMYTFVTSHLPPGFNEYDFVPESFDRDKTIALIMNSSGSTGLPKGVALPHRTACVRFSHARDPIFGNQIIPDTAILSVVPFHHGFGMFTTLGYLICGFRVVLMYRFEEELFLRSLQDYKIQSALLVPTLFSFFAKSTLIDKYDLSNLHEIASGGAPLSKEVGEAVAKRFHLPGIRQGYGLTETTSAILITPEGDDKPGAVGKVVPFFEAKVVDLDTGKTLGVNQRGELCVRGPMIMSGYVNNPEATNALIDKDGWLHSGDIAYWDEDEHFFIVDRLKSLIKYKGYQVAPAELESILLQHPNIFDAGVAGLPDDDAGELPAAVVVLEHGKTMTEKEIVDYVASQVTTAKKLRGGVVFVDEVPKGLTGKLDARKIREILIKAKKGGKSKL
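Purified P. pyralis luciferase, 10 nM final, with Km-level 10 uM D-luciferin and 10 uM ATP in 50 mM Tris acetate pH 7.5, 10 mM Mg acetate, 0.01% Tween-20, 0.05% BSA; 6-point qHTS titration about 60 µM downward; luminescence read.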
RORg inh: inhibitors of mouse ROR gamma transcriptional activity; Drosophila S2 Gal4-RORgamma UAS-luciferase reporter, 20 h; Potency, µM (highest dose often 53.6 µM), for the others: at the highest dose activity change, negative = inhibition, most hits filed as inhibitors; 310,000 compounds, 5.4% hits; AID 2551; further: on the % scale 0 is the no-effect control and ±100 the full control effect; nearly all actives have a fitted effect of over 60% in size
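Stable Schneider cell line, Gal4 DNA-binding domain fused to ROR gamma, UAS-luciferase. Cmpd 1 hr RT → CuSO4 700 uM final → 20 hr RT → luciferase reagent 10 min → luminescence.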
NPC1 promoter act: activators of NPC1 promoter | Huh7 NPC1 promoter luciferase reporter, 24 h | Potency, µM (series often up to 9.22 µM), for the others: at the top dose activation, hits mostly activators | 320,000 compounds, 2.4% hits | AID 485313;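 further: % of control where 0% means no effect; nearly all actives have a fitted effect of over 60% in size; reporter is driven by a mutant NPC1 promoter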
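Readout is luciferase luminescence, reflecting NPC1 promoter activation in stably transfected Huh7 cells after 24 h compound exposure at 37 °C in reduced-serum medium with 10% FBS.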
p53 reactivation: restores transcriptional activity of mutant p53 | H1299 p53-A138V BP100-luciferase reporter, luminescence, 24 h | Potency, µM (doses to about 92.2 µM), for the others: at the top dose activity change, positive = activation, hits mostly activators | 320,000 compounds, 0.063% hits; further: % of control where 0% means no effect; nearly all actives have a fitted effect of over 45% in size
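p53-null H1299 cells stably carrying temperature-sensitive p53-A138V and a BP100-luciferase reporter were pinned with compounds (4-point, 1:5 series) and held 24 hrs at 37 deg C. Luminescence was read 10 min after detection reagent.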
ELG1 genotoxic: induces genotoxicity in HEK293T cells with luciferase-tagged ELG1; HEK293T ELG1-luciferase reporter, luminescence, 16 h; Potency, µM (highest dose often 46 µM), for the others: at the highest dose activity change, positive = activation, actives largely listed as activators; 330,000 compounds, 1.3% hits; AID 504466; further: % of control where 0% means no effect; nearly all actives have a fitted effect of over 60% in size
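Luminescence read-out: rising ELG1-luciferase signal, reflecting elevated ELG1 protein under genetic stress, flags genotoxic compounds. Cells were treated for 16 hr at 37 °C before ONE-Glo detection.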
Starred values were filed as active, the others as inactive; ? = inconclusive; nt = no result given; [ ] = another dose, or the depositor's remark. Unless noted, the call rests on the fitted dose curve; in most records, active means well fitted curve in the direction sought with a large enough effect; inconclusive means small, poorly fitted or top-dose-only effect, or another doubt; inactive means no such curve, though single readings can be large; an effect the other way counts as inactive or inconclusive. Potency means the concentration at half of the fitted maximal effect. An excerpt, so the mix of outcomes need not match the whole.

SMILES	uPA generation	BRCA1 expr up	Gal4-VP16 FLuc	Rab9 promoter act	MBNL1 CUG block	MLL CXXC-DNA inh	FLuc counter	RORg inh	NPC1 promoter act	p53 reactivation	ELG1 genotoxic
O=C(NCCN1CCOCC1)c1cc2ccccc2o1	2%	0%	4%	-3%	-8%	15%	3%	25%	0%	0%	2%
CN(C)S(=O)(=O)c1cccc(NC(=O)CC23CC4CC(CC(C4)C2)C3)c1	-13%	-45%	9%	3%	-5%	?	3%	?	-1%	-14%	-9%
Cc1nn(-c2cccc(C(=O)O)c2)c(C)c1Oc1ccccc1O	1%	-5%	-4%	1%	-4%	5%	4%	4%	-1%	1%	3%
Cc1ccc(NC(=O)/C(=C/c2ccc([N+](=O)[O-])cc2)NC(=O)c2ccccc2)cc1	5%	-33%	-14%	-4%	4%	-3%	0%	1%	1%	-4%	1%
CCOc1ccccc1CNn1nnnc1N	1%	4%	5%	-1%	-9%	-1%	3%	-13%	-3%	2%	-3%
CC1(C)Cc2c(C#N)c(NC3CCCCC3)nc(-c3ccco3)c2CO1	nt	nt	-4%	-6%	15%	-3%	-8%	-19%	-2%	6%	-10%
COc1ccc(-c2nnc(-c3cccnc3)o2)cc1	-2%	?	6%	?	-5%	-2%	?	0%	?	?	?
Cc1ccc(NC(=O)CSc2nnc(C3CC3)n2CC2CCCO2)cc1C (configuration not stated)	2%	-10%	-11%	2%	-7%	0%	0%	1%	-4%	-4%	23%
CC(c1ccccc1)N1C(=O)c2ccc(C(=O)Nc3ccccc3C(=O)O)cc2C1=O (configuration not stated)	-1%	17%	6%	3%	?	12%	24µM*	34%	-5%	?	-12%
COc1cc(C)c(CN2CCN(S(=O)(=O)c3ccc(Cl)s3)CC2)cc1OC	8%	-9%	nt	-5%	nt	nt	nt	nt	1%	-10%	0%
CC(C)(CNC(=S)NCCc1ccccc1)CNC(=S)NCCc1ccccc1	-7%	-53%	8.9µM*	2%	nt	8%	0%	?	-1%	2%	-11%
NC(=O)c1csc(-c2ccncc2)n1	14%	25%	-14%	-1%	-3%	7%	4%	-4%	0%	0%	-3%
CCCOC(=O)c1ccc(NC(=O)c2ccc(Br)o2)cc1	1%	78%	-8%	27%	nt	11%	17µM*	40%	26%	11%	?
CCOc1ccc(S(=O)(=O)N2CCOCC2)c2ccccc12	-2%	5%	-1%	3%	-1%	-3%	-2%	28%	-4%	nt	2%
COc1ccc2nc(NC(=O)CN3C(=O)NC4(CCCCC4)C3=O)sc2c1	5%	1%	-11%	22%	-8%	14%	15µM*	?	2%	-18%	-3%
Cc1ccc(C)c(S(=O)(=O)Nc2ccc3sc(C)nc3c2)c1	-7%	-74%	-9%	-8%	-9%	5%	4%	-20%	-3%	3%	-4%
Cc1ccc(S(=O)(=O)N2CCCN(C(=O)OC(C)(C)C)CC2)cc1	-2%	-1%	-4%	-1%	-1%	4%	1%	15%	1%	-3%	-7%
O=C(NCc1ccco1)c1cc(-c2ccc(F)cc2)on1	nt	8.9µM*	4%	2.8µM*	2%	6%	?	1%	2.5µM*	?	?
Cc1cc(N2CCOCC2)c2c(N)cc(C)c(C)c2n1	0%	9%	-4%	-2%	?	7%	6%	-27%	-2%	4%	-15%
CCS(=O)(=O)n1nc(-c2ccccc2)nc1SCc1ccccc1	1%	4µM*	6%	?	-11%	-7%	11µM*	21%	3.5µM*	?	10µM*
CC(C)OC(=O)/C(=C/c1cccnc1)NC(=O)c1ccccc1	4%	-5%	-2%	0%	-5%	-19%	2%	-31%	1%	-7%	-3%
O=C(Nn1cnnc1)c1ccc(Cl)c(Cl)c1	30%[activator]	-11%	-8%	0%	0%	3%	0%	3%[1.91 µM]	-3%	11%	2%
O=C(NCc1ccco1)C1CCC(N2C(=O)C3C4CCC(C4)C3C2=O)CC1 (configuration not stated)	-5%	-2%	-7%	-5%	0%	0%	?	0%	5%	12%	0%
COc1ccc(C(=O)Cn2nc(CNc3ccc(Br)cc3)[n+]3c2CCCCC3)cc1	-6%	-22%	-9%	-5%	-6%	9%	8%	?	-3%	-4%	-9%
O=C(/N=C1/c2ccccc2CN1c1ccccc1)Nc1ccccc1	-3%	-24%	-17%	-7%	-17%	-2%	-5%	2%	2%	21%	0%
C=CCNc1oc(/C=C/c2ccccc2)nc1C#N	nt	?	-18%	2.2µM*	?	5%	4.8µM*	?	2.5µM*	?	?
Cc1ccc(-c2nc3ncccc3o2)cc1NC(=O)C(C)(C)C	14%	-10%	nt	0%	3%	-1%	2%	nt	1%	nt	0%
COc1ccccc1C(O)P(=O)(OC1CCCCC1)OC1CCCCC1 (configuration not stated)	6%	-1%	-3%	-3%	-2%	-15%	1%	-44%	-8%	3%	-5%
COC(=O)c1c(NC(=O)C2CC2)sc(C(=O)Nc2ccccc2)c1C	-11%	?	-6%	?	4%	-3%	?	35%	?	0%	11%
CCOc1ccc2nc(N(CCCN(C)C)C(=O)c3ccc4c(c3)CCCC4)sc2c1	?	-61%	-25%	-1%	-5%	3%	1%	-13%	8%	14%	0%
CCCc1cc2c(=O)c(-c3cscn3)c(C(=O)OCC)oc2cc1O	-3%	-23%	-25%	1%	10%	7%	?	?	-3%	7%	0%
CN(C)S(=O)(=O)c1cccc(COc2ccccc2C(=O)Nc2ccccc2)c1	-2%	10%	-1%	2%	-4%	4%	?	31%	1%	-25%	-20%
CCOc1ccc(Oc2cc(C)nc(SC)n2)nn1	0%	-13%	-10%	-9%	-3%	-13%	0%	-17%	-2%	8%	11%
O=C(NC1CCSc2ccccc21)c1ccc(Cl)c(S(=O)(=O)N2CCOCC2)c1 (configuration not stated)	-3%	-3%	-9%	1%	-1%	5%	0%	30%	3%	5%	-1%
O=c1oc2ccccc2cc1-c1ccc(O)cc1O	-1%	-3%	24%	-2%	?	-6%	?	12%	-1%	15%	5%
O=C(Nc1ccc(Br)cc1)C1C2C=CC3(O2)C1C(=O)N(CCN1CCOCC1)C3C(=O)NC1CCCCC1 (configuration not stated)	-2%	-34%	2%	-2%	-2%	0%	1%	11%	1%	-9%	-2%
CCC(Oc1cc(Cl)ccc1Cl)C(=O)NNC(=O)CCC(=O)O (configuration not stated)	0%	0%	-9%	-6%	-14%	-6%	5%	-19%	-6%	5%	0%
COCCNC(=S)N/N=C(\C)c1cccc(C(F)(F)F)c1	-3%	-15%	5µM*	1%	-1%	-1%	-3%	2.5µM*	-2%	-2%	1%
Cc1c(C(=O)O)oc2c1ccc1ccccc12	2%	-9%	-19%	13%	-12%	-12%	-16%	0%	8%	29%	0%
CCOC(=O)c1ccc(NC(=O)c2cc3c(s2)CCC3)cc1	3%	25%	4%	16%	66%[activator]	12%	?	?	25%	1%	6%
CCOC(=O)c1sc2nc(Cc3ccc(Cl)cc3)[nH]c(=S)c2c1C	0%	20%	?	-10%	17%	37%[activator]	-1%	2.8µM*	-6%	1%	0%
S=C1NC2=C(CCCC2)C2(CCCCC2)N1	0%	1%	1.8µM*	2%	-6%	-2%	9%	2µM*	-4%	-6%	-2%
C/C(=N\NC(=O)c1cc([N+](=O)[O-])cc([N+](=O)[O-])c1)c1ccco1	3%	-29%	-13%	15%	?	-7%	-4%	-5%	0%	2%	-6%
COc1cccc2[nH]c(=O)c(-c3ccccc3)cc12	-37%	3.2µM*	5%	2.8µM*	46%[activator]	-1%	12µM*	3%	3.5µM*	?	?
COc1ccc(N2C(=O)CSC23C(=O)N2c4c(cccc43)C(C)=CC2(C)C)cc1 (configuration not stated)	1%	-21%	-12%	0%	3%	-4%	-1%	19%	1%	-5%	-9%
CC(C)NC(=O)C1CCN(C2CCN(C(=O)c3cc4c(s3)CCCCC4)CC2)CC1	-4%	0%	7.9µM*	-13%	-3%	?	-8%	10µM*	-5%	-2%	-7%
CCCOC(=O)c1ccc(NC(=O)/C=C/c2cccs2)cc1	-2%	72%	-3%	2%	9%	8%	24µM*	?	-1%	?	5%
